miR122 inh: blocks miR-122 activity in Huh7 sensor cells. Huh7 miR-122 Renilla luciferase sensor, 48 h; neutral wells = 0, positive control = 100. activation (reporter increase), % at 12.5 µM. 0.3% of 340,000 active. AID 602342;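 active = mean replicate activation score at least 90 and every replicate individually at or above 90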;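 note: higher luciferase means less miR-122 activity so hits act as miR-122 inhibitors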
The depositor's hits bear a star. An excerpt; count on the stated rates, not on these rows.

SMILES	miR122 inh
CCN1CC(O)=C(c2nc3ccccc3s2)C1=N	0
O=C(O)CN(c1ccccc1)C1SC(=O)NC1=O (configuration not stated)	-2
CCn1cnc2sc(C(=O)Nc3ccc4c(c3)OCO4)c(C)c2c1=O	-5
COc1ccc2oc(-c3ccc(NC(=O)c4ccc(N5CCOCC5)c([N+](=O)[O-])c4)cc3)nc2c1	-2
CC(Oc1ccc(Cl)cc1Cl)C(=O)Nc1ccc(N2CCN(C)CC2)cc1 (configuration not stated)	9
CC1=C(C#N)C(c2cn(-c3ccccc3)nc2-c2cccs2)C(C#N)=C(C)N1	1
CCCOC(=O)C1=C(C)NC2=C(C(=O)C(C(=O)OC)C(C)C2)C1c1ccc(N(C)C)cc1 (configuration not stated)	19
CCOc1cc(C2NC(=O)NC(C)=C2C(=O)OC(C)CC)cc(Br)c1O (configuration not stated)	-5
COc1cccc(N(CC(=O)NC(C)c2ccccc2)S(C)(=O)=O)c1 (configuration not stated)	-13
O=C(CCn1nnc2ccccc21)Nc1nnc(Cc2ccc(F)cc2)s1	-8
CCN(CC)C(=O)CSC1=Nc2ccccc2C2=NC(c3ccccc3)C(=O)N12 (configuration not stated)	14
COc1ccccc1NC(=O)COC(=O)c1ccc(S(=O)(=O)NCc2ccco2)cc1	-6

4 of the compounds above, in markdown.
| SMILES | miR122 inh |
| --- | --- |
| CCCOC(=O)C1=C(C)NC2=C(C(=O)C(C(=O)OC)C(C)C2)C1c1ccc(N(C)C)cc1 (configuration not stated) | 19 |
| CCOc1cc(C2NC(=O)NC(C)=C2C(=O)OC(C)CC)cc(Br)c1O (configuration not stated) | -5 |
| COc1cccc(N(CC(=O)NC(C)c2ccccc2)S(C)(=O)=O)c1 (configuration not stated) | -13 |
| O=C(CCn1nnc2ccccc21)Nc1nnc(Cc2ccc(F)cc2)s1 | -8 |

No new results follow: an excerpt of the list.
SMILES	miR122 inh
O=C(O)CN(c1ccccc1)C1SC(=O)NC1=O (configuration not stated)	-2
CCn1cnc2sc(C(=O)Nc3ccc4c(c3)OCO4)c(C)c2c1=O	-5
COc1ccc2oc(-c3ccc(NC(=O)c4ccc(N5CCOCC5)c([N+](=O)[O-])c4)cc3)nc2c1	-2
CC(Oc1ccc(Cl)cc1Cl)C(=O)Nc1ccc(N2CCN(C)CC2)cc1 (configuration not stated)	9
CC1=C(C#N)C(c2cn(-c3ccccc3)nc2-c2cccs2)C(C#N)=C(C)N1	1
CCCOC(=O)C1=C(C)NC2=C(C(=O)C(C(=O)OC)C(C)C2)C1c1ccc(N(C)C)cc1 (configuration not stated)	19

More compounds.
SMILES	miR122 inh
O=C(C[n+]1cc2ccccc2c2ccccc21)c1ccccc1	10
Cc1ccc(C(C(=O)NC(C)(C)C)N(C(=O)c2csnn2)C2CC2)cc1 (configuration not stated)	-6
O=C(CN1CCNCC1)Nc1ccccc1Cl	1
O=C(CN(C(=O)C1COc2ccccc2O1)c1ccccc1)NCC1CCCO1 (configuration not stated)	6
CCc1ccc(C(C)NC(=O)/C(C#N)=C\c2cn[nH]c2-c2ccccc2)cc1 (configuration not stated)	2
COc1cc(NC(=O)c2ccco2)c(OC)cc1NC(=O)CCC(=O)Nc1cccc(C)c1C	-3
O=C(Nc1c2ccccc2nc2ccccc12)C(Cl)(Cl)Cl	1
Cc1cc(/C=C(\C#N)C(=O)NCc2ccco2)c(C)[nH]1	5
CCOC(=O)C1CCCN(CC(=O)Nc2c(C(=O)OC)[nH]c3ccccc23)C1 (configuration not stated)	4
N#Cc1nc(COc2ccccc2)oc1N1CCCC1	1
O=C(Nc1ccc(CN2CCOCC2)cc1)c1ccccc1F	4
CC(C)n1c(N2CCN(C(=O)Nc3ccc(F)cc3F)CC2)nc2ccccc21	2
CC(C)c1[nH]c(=O)c(C#N)c2c1CSC(C)(C)C2	20
COc1ccc(Br)cc1/C=N/n1c(C)nnc1C	-8
C=CCn1c(-c2cc(Cl)ccc2OC)n[nH]c1=S	5
Cc1ccc(CC(CC(=O)O)C(=O)NCc2ccccc2)cc1 (configuration not stated)	-11
Brc1ccccc1CN1CCC(N2CCCCC2)CC1	10
CC(Nc1c([N+](=O)[O-])c(=O)oc2ccccc12)C(Cl)c1ccccc1 (configuration not stated)	-5
O=C(NC1CCCCC1)NC1CCN(CC(=O)N2CCOCC2)CC1	-4
CC/C(=C\C(=O)c1ccncc1)Nc1ccc(O)cc1	-4
COc1cc(/C=C2\C(=O)N(CCC#N)N=C2C)ccc1OCC(=O)Nc1ccccc1	2
CC(C)(C)NC(=O)CSc1nncn1-c1ccccc1	-5
CCOC(=O)c1cnc(SC)nc1Oc1cccc(NS(=O)(=O)c2ccccc2)c1	5
COc1nc(N=C(N)N)nc2c(C)cccc12	16
C=CCn1c(SCC(=O)N2CCc3ccccc3C2)nc2ccccc2c1=O	-5
Cc1cccn2c(=O)c(C=O)c(Nc3ccc(S(N)(=O)=O)cc3)nc12	-8
Cc1c(/C(O)=C2/C(=O)C(=O)N(CCN3CCOCC3)C2c2cccnc2)cnn1-c1ccccc1 (configuration not stated)	4
O=C(NCCc1ccccc1)C1CCCN(S(=O)(=O)c2cccnc2)C1 (configuration not stated)	8
COc1ccc(CN2C(=O)NC3(CCCCC3)C2=O)cc1F	4
O=C(NCC1CCCO1)c1cc2c(s1)CS(=O)(=O)C2 (configuration not stated)	-1
C#CCN1C(=O)C(O)(CC(=O)c2cc(OC)ccc2OC)c2ccccc21 (configuration not stated)	6
O=C(NCC1CCCO1)c1ccccc1-c1nc(-c2ccc(Cl)cc2)no1 (configuration not stated)	7
c1ccc2[nH]c(SCc3ccc(-c4nnco4)cc3)nc2c1	-2
CCCCn1cnc2c([nH]c3cc(OC)ccc32)c1=O	-3
NS(=O)(=O)c1ccc(CCNc2nc(CN3CCOCC3)nc3sc4c(c23)CCC4)cc1	1
O=C(CN1C(=O)CCSc2ccccc21)Nc1cccc(F)c1	-9
COC(=O)c1[nH]c2cc(OC)ccc2c1NC(=O)CCN1CCCCC1	-3
CN(C)c1c([N+](=O)[O-])cc(N2C(=O)C=CC2=O)cc1[N+](=O)[O-]	-3
COc1ccc(CNC(=O)C(C#N)c2nc3ccccc3nc2N2CCN(C)CC2)cc1 (configuration not stated)	-3
Cc1ccccc1OCC(=O)NNC(=O)Nc1ccc(Cl)cc1	144*
CC(CC(=O)NC1CCSC1=O)c1ccccc1 (configuration not stated)	-2
COc1ccc(C(=S)N(C)C)cc1OC	-2
CCOC(=O)C1(Cc2ccccc2)NC(c2ccccc2F)C2C(=O)N(CC)C(=O)C21 (configuration not stated)	50
Cn1c(=O)cc(SCC(=O)N2CCN(c3ccccc3)CC2)c2ccccc21	10
O=C(Cn1ccc2ccccc2c1=O)NCCC(=O)N1CCN(C(=O)c2ccco2)CC1	-5
O=C(Cn1nnc(-c2ccc3c(c2)OCO3)n1)N1CCOCC1	-4
COc1cc(C=C(C(C)=O)C(C)=O)ccc1O	5
COc1ccc(-n2nc(C(=O)NCC(=O)NCc3ccco3)c3ccccc3c2=O)cc1Cl	-1
CCOC(=O)c1c(N)sc2c1CCC1C(=O)N(C3CCCCC3)C(=O)C21 (configuration not stated)	-1
COC(=O)c1sc2nc(-c3ccco3)ccc2c1N	-6
O=C1NCCN1C(=O)c1cccc(Cl)c1	-24
Cc1ccc(CCNC(=O)C2CCCN2S(=O)(=O)c2ccc3c(c2)CCC(=O)N3)cc1 (configuration not stated)	-3
CCOc1ccc2[nH]c3c(N4CCN(c5ccccn5)CC4)ncnc3c2c1	-17
CC1(C)Cc2ccccc2-c2nnc(-c3ccco3)n21	-6
C=CCOC(=O)C1=C(C)OC(N)=C(C#N)C1c1c(C)nn(-c2ccccc2)c1Cl (configuration not stated)	2
c1ccc(CSc2ncnc3c2cnn3-c2ccccc2)cc1	-4
COc1cccc(NC(=O)N2CCCC2C(=O)NC2CC2)c1 (configuration not stated)	-11
CCOc1cc(/C=N/Nc2ncnc(Cl)c2N)ccc1O	-2
Nc1nc2c3ccccc3nc(C3CC3)n2n1	2
Cn1c(CO)cnc1SCc1c(Cl)cccc1Cl	-1
Other compounds.
SMILES	miR122 inh
COc1cc(C)ccc1OCCCOc1ccccc1Br	-1
O=C(CN1CCN(Cc2ccccc2)CC1)c1ccccc1	3
Cc1ccc(C)c(NC(=O)CSc2nnc(CCCCCNC(=O)OC(C)(C)C)o2)c1	-22
Cc1ccc(-n2c(SCC3CCCCO3)nnc2-c2ccco2)cc1 (configuration not stated)	-16
C=CCn1nnnc1SCC(=O)Nc1cccc(OC)c1	-7
COC(=O)Nc1ccccc1C(=O)N1CCCCC1	-6
CCN1CCN(C(=O)c2cc3sccc3n2CC(=O)c2ccccc2)CC1	-7
O=C(/C=C/c1cccc([N+](=O)[O-])c1)NCCSCc1cccc(Cl)c1	-11
O=C(c1ccc(Br)cc1)c1cc([N+](=O)[O-])ccc1N1CCCCC1	185*
O=C(CNc1ccccc1-c1ccccc1)NCc1ccccc1	9
COc1cc(CNCCc2ccc(S(N)(=O)=O)cc2)ccc1OCC(=O)NC1CCCCC1	-5
CCOC(=O)c1oc2c(c1C)C(=O)CCC2	1

Single entries from the entries so far:
Reading of COC(=O)Nc1ccccc1C(=O)N1CCCCC1 under miR122 inh: -6
Reading of Cc1ccc(-n2c(SCC3CCCCO3)nnc2-c2ccco2)cc1 (configuration not stated) under miR122 inh: -16

Continued.
SMILES	miR122 inh
O=C1N2CCSC2=NC1(Nc1ccccn1)C(F)(F)F (configuration not stated)	-1
CCCOc1ccc(N2CC(C(=O)Nc3ccccn3)CC2=O)cc1 (configuration not stated)	1
CCn1c(SC/C=C/c2ccccc2)nnc1-c1cnccn1	-1
Cc1cccn2c(=O)c(C=O)c(Nc3ccccc3)nc12	4
O=C(CS(=O)(=O)Cc1ccccc1)Nc1ccccn1	0
CCC(Sc1ncccc1C(=O)OCCN1CCCC1=O)C(=O)NCc1ccco1 (configuration not stated)	-10
CC12CN(Cc3ccccc3)CC(C)(CN(Cc3ccccc3)C1)C2=NO	0
COc1ccc(-c2[nH]nc3c2C(c2ccsc2)C(C#N)=C(N)O3)cc1 (configuration not stated)	-5
O=C(Nc1cc2c(cc1Br)OCCO2)c1ccco1	-5
COc1ccc(C(=O)Nc2ccc(F)cc2F)cc1OC	-8
Cn1c(=NC(=O)CSCC(=O)N2CCCC2)sc2ccccc21	0
COc1ccc(/C(O)=C2/C(=O)C(=O)N(CCCC(=O)O)C2c2ccc(OC)cc2)cc1 (configuration not stated)	-13
O=C(NCCc1cccc(F)c1)[C@@H]1CSC2c3ccccc3C(=O)N21 (some centres not stated)	-4
COc1ccccc1-c1noc(-c2ccncc2)n1	2
O=C(O)CCc1ccc(-c2ccccc2)n1NC(=O)c1sc2ccccc2c1Cl	2
O=C(CSCC(=O)N1CCOCC1)Nc1ccccc1	-4
CCc1cccc(OCCCN2C(=O)NC(C)(C)C2=O)c1	-2
CC1CCN(c2ccccc2NC(=S)NC(=O)c2ccco2)CC1	4
Cc1cc(C)nc(NS(=O)(=O)c2ccc(N/C=C\C(=O)c3ccc(Cl)cc3)cc2)n1	-15
Cc1cc2oc(=O)cc(COC(=O)c3n[nH]c4ccccc34)c2cc1C	3
C/C(=N\NC(=O)CN(c1ccc(C)cc1)S(C)(=O)=O)c1cccs1	5
O=C(CNC(=O)c1cccs1)OCC(=O)c1ccc2ccccc2c1	0
CC(Oc1ccc(Cl)cc1Cl)C(=O)Nc1ccncc1 (configuration not stated)	-2
O=C(N(c1ccccc1)c1ccccc1)n1ccnc1	8
CC(C#N)On1c(SC(C)C#N)nc2ccccc2c1=O (configuration not stated)	-5
COCCOCC(O)CN1CCN(c2ccccc2)CC1 (configuration not stated)	8
CCC1=NN(C(=O)c2ccc(C)cc2)C(O)(c2ccc(Br)cc2)C1 (configuration not stated)	-6
Nc1nonc1-n1nnc(C(=O)N/N=C/c2ccc(Br)cc2)c1CSC1=NCCS1	-3
Cn1cc(-c2nnnn2-c2ccccc2)c(=O)c2ccccc21	-6
CS(=O)(=O)N(Cc1ccccc1)c1ccccc1C(=O)N1CCN(c2ccccc2)CC1	2
CC1(C)CC2CC(C)(CN2S(=O)(=O)c2ccc(C(=O)Nc3ccc(Cl)c(S(=O)(=O)N4CCOCC4)c3)cc2)C1 (configuration not stated)	-8
COc1ccc(OC)c(NC(=O)CN(c2ccc(OC)c(Cl)c2)S(C)(=O)=O)c1	-2
O=C(COC(=O)Cc1cccs1)Nc1ccc(F)c(F)c1F	-6
Cc1cc(-c2[nH]nc3c2C(c2ccsc2)C(C#N)=C(N)O3)c(C)s1 (configuration not stated)	5
CN(C)C(=S)NC1(C)CCS(=O)(=O)C1 (configuration not stated)	-3
O=C(Nc1ccc(F)c(Cl)c1)c1ccc2c(=O)n3c(nc2c1)CCCCC3	-29
C=CCSc1ccsc1C(=O)O	1
O=C(CSc1nc2ccccc2o1)N1N=C(c2cccs2)CC1c1ccc(F)cc1 (configuration not stated)	6
O=S(=O)(c1ccc(NC(=S)Nc2ccc3c(c2)OCO3)cc1)N1CCOCC1	-9
O=C(CS(=O)(=O)c1ccccc1)c1ccc2c(c1)OCCO2	1
Cc1ccc(NC2CC(=O)N(c3ccc(C)cc3)C2=O)cc1 (configuration not stated)	-15
Cn1c(=O)cc(OCCCC(=O)N2CCN(c3ccccn3)CC2)c2ccccc21	2
CC(C)CC(c1nnnn1CC1CCCO1)N1CCN(c2nc3ccccc3s2)CC1 (configuration not stated)	3
CC(C)CCN1CC(C(=O)NCc2ccc(F)cc2)CC1=O (configuration not stated)	1
C/C(=N\NC(=O)c1ccc(Cl)cc1)c1ccc(Br)s1	4
